# RSV CPE inhibition – inhibition of RSV-induced cytopathic effect – HEp-2 cells, primary 10 µM value included (AID 2391); 0.13% of 310,000 active; HEp-2 cells, RSV-induced CPE inhibition; higher % means a stronger effect; CPE inhibition, % at 10 µM; hits with a dose series show IC50 in µM; in the data active = a potency from the dose series; inconclusive = CPE inhibition mostly from about 23% at the one dose, without a potency; inactive = the rest, 99 in 100 with CPE inhibition below about 21%; note: strong numbers were not always called active
# CSM14.1 death rescue – rescue of cells from ER stress-induced death, primary screen, 384-well, CSM14.1, thapsigargin, ATP luminescence (AID 1222). CSM14.1 thapsigargin-induced death rescue, ATP luminescence; higher % means a stronger effect. cellular ATP content (survival), % at 20 µM; hits with a dose series show EC50 in µM. 190,000 tested, under 10 active;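 active = EC50 below 50 µM in the dose-response confirmation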;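 note: death triggered by thapsigargin at about 15 µM added after 2 h compound pretreatment; cell ATP read after overnight thapsigargin exposure of roughly 18 to 22 hours; normalized against plate controls of thapsigargin alone and 5% DMSO vehicle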
# Ins promoter up – MIN6 insulin promoter up-regulation | 0.3% of 190,000 active | MIN6 insulin promoter-GFP reporter, high-content imaging; stronger effect = higher value | z-score at 5 µM;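 active = z-score above 3 at 5 µM with at least 500 cells counted in the well; inconclusive = wells under 500 cells, flagged as cytotoxic or low count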
# TNAP activators – human TNAP enzyme activators, primary screen, biochemical, luminescent, no phosphate acceptor, uHTS (AID 1001); purified TNAP, luminescent activation assay, no phosphate acceptor; higher activation fold means a stronger effect; activation fold at 20 µM; hits with a dose series show EC50 in µM; 0.03% of 200,000 active; in the data active = activation fold from about 3, or a potency from the dose series; inactive = the rest, 99 in 100 with activation fold below about 1.6; note: many of its hits are not listed in these tables
# PMI inhibitors – MPI enzyme activity inhibition – biochemical, fluorescence intensity, coupled assay, primary screen (AID 1209); purified PMI enzyme, coupled fluorescence intensity; higher % means a stronger effect; inhibition, % at 20 µM, or IC50 in µM where a hit was titrated; 0.42% of 190,000 active;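 note: plate controls were DMSO vehicle for no effect and wells lacking substrate for full effect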
# Large T inhibition – TAg ATPase/helicase activity blockers – biochemical (AID 1903) | SV40 large T antigen ATPase/helicase inhibition assay; higher % means a stronger effect | inhibition, % at 20 µM; hits with a dose series show IC50 in µM | 0.39% of 310,000 active; in the data active = a potency from the dose series; inconclusive = inhibition mostly from about 32% at the one dose, without a potency; inactive = the rest, 99 in 100 with inhibition below about 32%; note: strong numbers were not always called active
# West Nile virus CPE – inhibition of WNV-induced cytopathic effect – cell-based, CPE readout (AID 1621) | West Nile virus-infected cells, CPE inhibition; higher % means a stronger effect | CPE inhibition, % at 10 µM; hits with a dose series show IC50 in µM | 0.02% of 290,000 active; in the data active = a potency from the dose series; inconclusive = CPE inhibition mostly from about 3.7% at the one dose, without a potency; inactive = the rest, 99 in 100 with CPE inhibition below about 2.2%; note: strong numbers were not always called active
# PMI inhibition – MPI inhibition at elevated mannose 6-phosphate – biochemical, fluorescence intensity, high mannose 6-phosphate, primary screen (AID 1220). recombinant PMI enzyme, coupled fluorescence intensity; higher % means a stronger effect. one-dose inhibition, % at 20 µM; IC50 in µM for titrated hits. 0.66% of 190,000 active
# PhoP inhibition – inhibitors of PhoP regulon expression, primary screen, Salmonella Typhimurium, GFP reporter (AID 1863); S. Typhimurium PhoP-regulated promoter GFP reporter, 4 h; higher % means a stronger effect; 0.16% of 300,000 active; inhibition, % at 50 µM, or IC50 in µM where a hit was titrated;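 active = inhibition over 29.93%, a cutoff 3 SD above the screen mean, later confirmed by dose response; inconclusive = inhibition over 29.93% but no dose response follow-up; inactive = inhibition at most 29.93% or unconfirmed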;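 note: 0% = low Mg2+ inducing control and 100% = high Mg2+ repressing control; strong numbers were not always called active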
# Ins promoter up cell count – recorded beside Ins promoter up, whose call it bears; cell count; measured here: cytotoxicity, nuclei count;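 total cells summed across four imaged fields per well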
# * = called active by the depositor; u = inconclusive; x = not tested or not shown. Cut-off read from the data, not from the text of the source, unless noted: active = inhibition above about 50%; inactive = the rest.
structure	PhoP inhibition	CSM14.1 death rescue	Ins promoter up cell count	PMI inhibition	RSV CPE inhibition	West Nile virus CPE	TNAP activators	Ins promoter up	PMI inhibitors	Large T inhibition
CS(=O)(=O)c1ccc(Cl)c(NC(=O)COC(=O)c2c(Cl)cccc2Cl)c1	-5%	1.3%	1269	16%	6.4%	0.2%	1.1	-0.43	18%	2%
CCn1c(COc2c(C)cccc2C)nnc1SCC(=O)N1CCN(c2ccccc2)CC1	4%	0.2%	1356	2%	11%	-0.3%	1	0.74	8%	23%
Cc1cc(C)nc(N2CCCC(C(=O)NCc3cccc(C(F)(F)F)c3)C2)n1 (centres undefined)	1%	-0.8%	1117	1%	4.6%	1.3%	1	0.43	-1%	5%
Cc1cc(C(=O)OCC(=O)Nc2ccc(F)c(F)c2F)c(C)o1	-6%	-0.8%	1182	3%	0.5%	-0.4%	1.1	0.3	-2%	6%
CCOC(=O)CCCNC(=O)COC(=O)/C=C/c1ccc2c(c1)OCO2	-1%	x	1089	-6%	0.6%	0.7%	1.1	0.69	-9%	3%
O=C(Oc1ccc(N2C(=O)CCC2=O)cc1)c1ccccc1	2%	0.9%	1299	4%	3.5%	-0.1%	1.1	0.15	0%	5%
COC(=O)c1sc2ncn(N)c(=O)c2c1C	5%	x	912	x	1.2%	0.5%	x	-0.2	x	14%
CC(C)n1c(-c2cccs2)nc2ccccc21	7%	-0.4%	x	-3%	0.3%	-0.1%	1.1	x	-1%	1%
COc1ccc2nc(Nc3nc4cc5c(cc4s3)OCCO5)sc2c1	36%	-0.6%	1388	27%	14%	0.5%	1.4	0.16	28%	11%
Cc1cccc(NC(=O)C(=O)NCCCc2ccccc2)c1	-11%	-5.3%	x	3%	-1.4%	-1.3%	1.1	x	17%	3%
CC(=O)Nc1ccc2c(COC(=O)[C@H](C)N3C(=O)C4CCCCC4C3=O)cc(=O)oc2c1 (some centres undefined)	-8%	x	1463	x	1.6%	0.1%	x	0.15	x	5%
COc1cccc(-c2cc(C(=O)Nc3cc(C)on3)no2)c1	-1%	-0.4%	1459	-5%	-0.1%	-0.1%	1.1	-0.06	-2%	3%
COC(=O)c1ccc(-n2c(C)cc(C(=O)COC(=O)CNS(=O)(=O)c3ccc(C)cc3)c2C)cc1	8%	-3.8%	x	3%	2.5%	0.4%	0.8	x	11%	20%
Cc1ccc(-c2cc(-c3ccccc3)nc(NN)n2)cc1	-5%	x	x	x	9.7%	-1.4%	x	x	x	14%
CCCc1n[nH]c2c1C(=O)C(C(=O)OC)C(C)(C)C2 (centres undefined)	13%	-2.2%	1239*	-6%	2.1%	0.4%	0.4	3.6*	-11%	-1%
CC(C)(C)CN1CCNC(=O)C1CC(=O)NCCc1cnn(-c2ccccc2)c1 (centres undefined)	4%	-0.6%	x	1%	1.7%	-0.5%	0.9	x	-12%	-11%
Cc1noc(C)c1COC(=O)CNC(=O)c1cccc(F)c1	7%	-2.8%	1253	-12%	1.5%	-0.1%	1	0.25	-14%	16%
CCCCC(=O)Nc1nc2c(OC)ccc(OC)c2s1	-10%	1.4%	1043	-6%	1.5%	-0.1%	1	-1.6	-8%	19%
CCOC(=S)SCC(=O)N1CCc2cc(OC)ccc2C1C1C(=O)CCCC1=O (centres undefined)	-8%	1.0%	863	-3%	3.5%	0.0%	1	-0.24	5%	5%
COc1ccc(C(=O)C2C(c3ccc(-c4ccccc4[N+](=O)[O-])o3)NC(=O)NC2(O)C(F)(F)F)cc1 (centres undefined)	7%	-1.1%	1477	43%	5.0%	0.4%	0.9	-0.04	12%	9%
N#CC1=C(S)N(c2ccccc2)C(c2ccc(-c3ccc(Cl)c(Cl)c3)o2)NC1=O (centres undefined)	-4%	x	912	x	8.9%	0.6%	x	0.21	x	63µM*
O=C(NCc1ccncc1)C1CCN(S(=O)(=O)Cc2ccccc2)CC1	-1%	-0.8%	1026	-7%	0.8%	-0.1%	1	0.49	-1%	7%
Cc1ccc(CSc2nc3ccccc3c(=O)[nH]2)cc1	-13%	1.4%	1193	-8%	0.3%	-0.1%	1.1	0.91	-10%	3%
C=C(Cl)COc1cc(C)cc2oc(=O)cc(CC)c12	1%	0.9%	915	10%	u	0.1%	1.1	0.41	15%	12%
C=CCn1c(SCC(=O)Nc2cc(C)on2)nc2sc(CC)cc2c1=O	11%	-0.9%	x	-9%	5.4%	-0.2%	1	x	1%	2%
O=C(COc1ccc2ccc(=O)oc2c1)Nc1ccc(CCO)cc1	-8%	x	x	x	2.2%	0.2%	x	x	x	15%
CC(C)COC(=O)c1cc(-c2ccc(/C=N/n3cnnc3)o2)ccc1Cl	5%	-0.2%	1675	-3%	7.8%	0.3%	1	0.21	3%	7%
COc1ccc(NC(=S)NCCc2c(C)[nH]c3ccc(OC)cc23)cc1	-5%	-1.5%	1298	-10%	1.2%	-0.3%	1	0.86	-8%	11%
COCCNC(=O)c1cccc(OC2CCN(Cc3ccc(Cl)c(F)c3)CC2)c1	3%	x	x	x	17%	-1.7%	x	x	x	4%
COc1ccc(CNC(=O)c2ccc(N3CCCC3=O)cc2)cc1	-8%	-1.7%	1293	-4%	1.4%	-0.1%	1.1	-1	-6%	6%
CCCNC(=O)COC(=O)c1[nH]c(C)c(C(=O)OCC)c1C	-7%	-0.3%	x	1%	5.0%	-0.8%	1.1	x	0%	2%
Cc1ccccc1NC(=O)CC1c2ccccc2CC(C)(C)N1C (centres undefined)	-8%	-0.8%	1433	5%	1.6%	-0.7%	1	1	3%	2%
O=C(CNC(=O)c1cccs1)OCc1ccc(Cl)cc1	-3%	x	x	x	1.0%	-0.3%	x	x	x	4%
O=C(NP(=O)(N1CCCC1)N1CCCC1)C1=C(N2CCOCC2)/C(=C/c2cccc([N+](=O)[O-])c2)CC1	-2%	-0.7%	1297	0%	0.8%	-0.3%	1	-0.79	4%	3%
CCCNc1nc2c(c(=O)[nH]c(=O)n2C)n1CCC(C)C	0%	-1.0%	1064	8%	-1.5%	0.1%	1.1	-0.22	16%	11%
CC(C)Oc1ccc(C2CC(=O)N(c3ccccc3)C2=O)cc1 (centres undefined)	-4%	4.1%	x	-4%	1.8%	-0.2%	1.2	x	-2%	9%
CCn1cc(C(=O)NCCCN2CCC(C)CC2)c(=O)c2cc(S(=O)(=O)N(C)C3CCCCC3)ccc21	2%	x	x	x	-0.9%	0.4%	x	x	x	18%
CC(C)CCNC(=O)C(=O)NCC1OCCCN1S(=O)(=O)c1cccs1 (centres undefined)	-4%	x	x	x	2.7%	0.4%	x	x	x	7%
O=C(CSc1nnc(-c2cccnc2)n1-c1ccccc1)NCc1ccc2c(c1)OCO2	-5%	0.4%	1024	-2%	2.8%	-0.2%	1.1	-0.48	6%	4%
CS(=O)(=O)N1CCN(c2ccccc2NC(=O)C(c2ccccc2)c2ccccc2)CC1	-13%	-0.8%	x	-5%	5.3%	-0.9%	1	x	5%	6%

# Limited to RSV CPE inhibition, for two of the compounds above:
mol	RSV CPE inhibition
O=C(CSc1nnc(-c2cccnc2)n1-c1ccccc1)NCc1ccc2c(c1)OCO2	2.8%
Cc1ccccc1NC(=O)CC1c2ccccc2CC(C)(C)N1C (centres undefined)	1.6%

# New compounds follow.
structure	PhoP inhibition	CSM14.1 death rescue	Ins promoter up cell count	PMI inhibition	RSV CPE inhibition	West Nile virus CPE	TNAP activators	Ins promoter up	PMI inhibitors	Large T inhibition
CCc1cc(N2CCOCC2)cc2c1[nH]c1ccccc12	4%	0.8%	1447	x	11%	0.2%	1.2	-1.2	55%*	61%
Cc1ccc(NC(=O)c2sc3nc[nH]c(=O)c3c2C)c(C)c1	-4%	2.3%	1529	-3%	0.0%	1.2%	1	0.84	0%	-6%
CCOc1c2ccc(C(=O)NCc3ccc(OC(F)(F)F)cc3)cc2nn1C	4%	0.2%	1372	12%	-0.6%	-0.6%	1.1	2.4	6%	2%
CCOC(=O)c1c(NC(=O)CSc2nnc(-c3cccnc3)o2)sc(C(C)=O)c1C	15%	0.3%	1170	2%	1.5%	0.2%	1.1	0.47	5%	6%
Cc1ccc(SCc2noc(C(=O)NC(C)C)c2C(=O)O)cc1C	-20%	1.6%	1542	1%	1.9%	-0.2%	1.1	-0.85	-3%	4%
Cc1ccc(C2=NOC(C)(c3sc(-c4ccc(Cl)cc4)nc3C)C2)cc1 (centres undefined)	11%	x	x	x	2.4%	-0.2%	x	x	x	18%
CC(C)N(C(=O)Cn1c(=O)oc2ccccc21)c1ccccc1	-2%	x	x	x	-1.2%	-0.6%	x	x	x	-1%
COc1cccc2cc(C(=O)N3CCN(C(=O)c4ccco4)CC3)c(=O)oc12	9%	x	x	0%	1.1%	-0.4%	1.1	x	1%	3%
C/C(=N\S(=O)(=O)c1ccc(C)cc1)Nc1cc(C(C)C)c(O)cc1C	3%	-0.6%	1404	8%	3.1%	-1.2%	1	0.05	7%	10%
COc1ccccc1C1SCCN1S(=O)(=O)c1cccc(C(F)(F)F)c1 (centres undefined)	-3%	-1.2%	1180	6%	19%	-0.9%	1.1	-0.31	15%	2%
CC(=O)c1sc2c(c1N)c(=O)[nH]c(=O)n2-c1ccccc1	8%	x	x	x	5.9%	-0.2%	x	x	x	12%
Cc1cc(Cl)ccc1NC(=S)NCc1ccc(Cl)cc1	-8%	-0.7%	1801	4%	1.1%	-0.2%	1	0.1	6%	2%
C/C(=N\Nc1cc(Cl)nc(C)n1)c1ccc(Cl)c(Cl)c1	6%	-2.8%	1666	11%	-0.7%	-0.6%	1.1	1	18%	0%
Cc1cc(-c2ccccc2)n2ncc(-c3ccccc3)c2n1	0%	-7.2%	1257	7%	u	-0.2%	1	-0.85	-2%	8%
Cc1cccc(Cn2c(NCC(C)O)nc3c2c(=O)n(C)c(=O)n3C)c1 (centres undefined)	-13%	-2.4%	x	1%	4.9%	-0.1%	1.1	x	7%	13%
COc1ccc(N(CCCN2C(=O)c3cccc4cccc(c34)C2=O)C(=O)c2cccs2)cc1	4%	14%	1025	10%	5.1%	-1.2%	1.1	-0.56	14%	4%
COc1cc(C(=O)NCc2ccccc2)cc(Br)c1OC	3%	-1.5%	1041	3%	-0.9%	-0.1%	1	0.1	1%	3%
COc1cccc(-n2c(SCC(=O)N3CCCCC3)nc3c([nH]c4ccccc43)c2=O)c1	-6%	-0.7%	1297	-10%	2.4%	x	1	-0.4	-2%	5%
Cc1ccc(C)c(-c2cc(C(=O)NNC(=S)NCC(C)C)c3ccccc3n2)c1	-10%	1.1%	1420	7%	2.1%	-0.9%	1.1	-0.36	5%	6%

# Compound activity from PubChem BioAssay.
